AP ELISA ortho – orthogonal test for alternative complement pathway inhibitors; hit rate 0.08% among 62,000; inhibition, % at 5 µM; Human serum alternative complement pathway, LPS-coated ELISA, C3 deposition; tested in compound mixtures;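 active means inhibition above 30% in each of the two pooled mixtures holding the compound, so the lower value exceeds 30%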;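 further: 0% = serum in Mg-EGTA without compound and 100% = EDTA serum blank; some compounds past the cut are filed as inactive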
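Test system: human serum complement alternative pathway, C3 deposition onto LPS / Medium: Mg2+-EGTA GVB++ buffer containing human serum at 1:15 dilution / Probe or stimulus: Plate-bound LPS / Times: 1 h at 37 °C / Signal: ELISA with HRP anti-human C3 antibody, TMB substrate, absorbance 450 nm / Measure: percent inhibition / Repeats: two pool placements per compound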
RORA act – activators of human nuclear receptor RORA. activation, % at 10 µM. P35398. CHO-K1 Gal4-RORA LBD luciferase reporter, luminescence; percent increase over mock-subtracted basal signal. hit rate 1.5% among 65,000;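 active means activation above the mean of all tested compounds plus 3 SD, cut at about 49% in these data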;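 further: 0% = DMSO-treated RORA cells and 100% = added signal equal to DMSO minus mock-transfected cells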
Target sequence (P35398 whole entry, looked up, the tested form may be a part): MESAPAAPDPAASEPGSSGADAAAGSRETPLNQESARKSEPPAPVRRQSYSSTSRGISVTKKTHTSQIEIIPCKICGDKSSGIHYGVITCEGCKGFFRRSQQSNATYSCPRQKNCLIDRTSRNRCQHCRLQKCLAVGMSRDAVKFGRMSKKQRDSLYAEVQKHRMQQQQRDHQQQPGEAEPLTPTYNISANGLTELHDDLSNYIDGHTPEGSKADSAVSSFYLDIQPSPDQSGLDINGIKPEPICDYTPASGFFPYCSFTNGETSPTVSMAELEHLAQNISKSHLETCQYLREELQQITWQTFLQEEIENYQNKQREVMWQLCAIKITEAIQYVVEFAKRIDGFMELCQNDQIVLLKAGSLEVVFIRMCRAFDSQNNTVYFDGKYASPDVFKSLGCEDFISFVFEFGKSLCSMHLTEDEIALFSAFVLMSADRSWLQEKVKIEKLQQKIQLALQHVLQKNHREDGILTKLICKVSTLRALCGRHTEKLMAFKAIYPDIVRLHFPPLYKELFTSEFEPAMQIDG
CatS inh – inhibitors of human cathepsin S; recombinant cathepsin S, AMC dipeptide fluorescence, pooled mixtures; inhibition, %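 (tested at 5 µM per compound within 10-compound mixtures)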; hit rate 0.06% among 62,000; P25774; in the data active means inhibition above about 32%, passing the limit was not always enough;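 further: 0% = enzyme without compound and 100% = blank without enzyme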
Target sequence (P25774 115-331 limits assumed): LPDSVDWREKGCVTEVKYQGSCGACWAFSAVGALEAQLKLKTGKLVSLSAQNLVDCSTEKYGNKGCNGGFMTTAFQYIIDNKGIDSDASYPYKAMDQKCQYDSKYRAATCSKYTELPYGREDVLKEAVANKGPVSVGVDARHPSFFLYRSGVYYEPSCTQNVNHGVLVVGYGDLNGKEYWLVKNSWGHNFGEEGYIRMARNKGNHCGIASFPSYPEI
JNK3 blocker – JNK3 (human) kinase inhibition; P53779; purified JNK3 kinase activity, HTS; inhibition, % at 8 µM; hit rate 0.61% among 60,000; AID 746; in the data active means inhibition above about 17%;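 further: 0% = DMSO and 100% = reference inhibitor; many of its hits are not listed in these tables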
PKA inh – inhibitors of human protein kinase A; PKA Kemptide phosphorylation, Kinase-Glo ATP luminescence; AID 524; hit rate 0.1% among 65,000; P17612; inhibition, % at 6 µM;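 active means inhibition above the screen-wide mean inhibition plus 3 SD, cut at about 21% in these data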; further: many of its hits are not listed in these tables
Ec RNAP inh – blocks E. coli RNA polymerase transcription | P0A8V2 | fluorescence transcription assay | inhibition, %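 (tested at 10 µM)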 | hit rate 0.2% among 62,000 | AID 559; in the data active means inhibition above about 20%;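 further: 0% = enzyme without compound and 100% = no enzyme blank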
ROCK2 inh – ROCK2 (human) kinase inhibition. O75116. purified ROCK2, Kinase-Glo ATP depletion luminescence. inhibition, % at 6 µM. hit rate 0.35% among 60,000;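 active means inhibition above the screen-wide mean inhibition plus 3 SD, cut at about 18% in these data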;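 further: plate controls were DMSO wells for no effect and Y-27632 control wells after no-enzyme background subtraction for full effect; many of its hits are not listed in these tables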
CatB block – inhibitors of human cathepsin B. AID 453. hit rate 0.1% among 63,000. P07858. inhibition, %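 (tested at 10 µM)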. purified cathepsin B, fluorogenic substrate, fluorescence; in the data active means inhibition above about 21%;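 further: 0% = enzyme with no compound and 100% = no enzyme blank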
CatB mixtures – inhibitors of human cathepsin B in compound mixtures; Purified cathepsin B, AMC dipeptide fluorescence; hit rate 0.06% among 62,000; P07858; AID 488; inhibition, %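 (ten-compound pools at 5 µM per compound and 50 µM total)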; in the data active means inhibition above about 22%, passing the limit was not always enough;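 further: 0% = enzyme without compound and 100% = no enzyme blank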
Numbers without * were called inactive; . = not tested or not shown.

structure	PKA inh	Ec RNAP inh	JNK3 blocker	AP ELISA ortho	CatB mixtures	RORA act	CatS inh	ROCK2 inh	CatB block
CC(C)N(C(=O)Cn1cnc2c(cnn2-c2ccccc2Cl)c1=O)C(C)C	3	6	-1	14	2	-15	-2	3	1
CCOC(=O)c1cccc(NC(=O)CCc2nc(-c3ccc(C)cc3)no2)c1	2	7	-3	-5	2	-1	12	7	6
CCOC(=O)C1=C(N2CCCCC2)c2cc3c(n2C1=O)CCCC3	8	6	-3	6	0	-2	2	4	6
COCCN(C(=O)CCCC(=O)Nc1ccccn1)C(C(=O)NC1CCCC1)c1ccc(C)cc1 (stereo not given)	2	-2	-2	-10	1	-14	-3	2	-3
COc1ccc(N(CC(=O)Nc2cccc(C(=O)O)c2)S(=O)(=O)c2c(C)noc2C)cc1	8	7	-4	0	-3	-3	11	5	4
COc1ccc(NC(=O)CN(C)S(=O)(=O)c2cccs2)cc1	-3	3	-7	13	-1	51*	20	-1	5
COc1ccccc1OCC(=O)NCc1ccco1	14	12	-4	5	-14	-1	-20	6	1
OCCN(Cc1ccccc1)CC1CC=CCC1 (stereo not given)	6	-6	2	-11	-1	3	-4	8	-2
COC(=O)c1cc(S(=O)(=O)n2nc(C)cc2C)c(Cl)cc1Cl	9	3	-1	17	-1	-1	-1	6	7
CC(C)OC(=O)CN1CCN(C2c3ccccc3-c3ccccc32)CC1	-3	1	4	15	7	-15	-4	-2	1
COc1ccc(Br)cc1CNCCSc1nnnn1C	-6	.	0	20	-7	9	-8	-7	-2
CCOC(=O)N1CCN(S(=O)(=O)c2ccc3c(c2)OCC(=O)N3)CC1	1	-2	-1	19	2	-3	-13	1	0
c1ccc(-n2nnnc2-n2cnc3ccccc32)cc1	10	12	-1	2	-2	-1	9	10	5
CCCCOc1ccc(Cl)cc1CSc1nnc(C)n1N	9	7	6	-5	3	-21	-2	5	-3
O=C(CCCSc1nc2ccccc2[nH]1)NC1=NCCS1	-5	-2	.	12	1	-4	12	.	1
COc1ccc(N2CCN(C(=O)CSc3nc4c(c(=O)n(C)c(=O)n4C)n3C(C)C)CC2)cc1	6	8	-10	6	3	-2	0	4	-1
COc1ccccc1N1CCN(S(=O)(=O)c2ccccc2F)CC1	9	8	-8	-14	2	-35	-7	6	2
CCOc1cc(C(=O)Nc2ncccn2)cc(OCC)c1OCC	-3	9	-2	6	8	-3	32	2	-4
COc1ccc(N2CCN(C(=O)CCn3nnc4ccccc43)CC2)cc1	3	2	2	7	7	-13	-4	-1	-7
CCC(C)NC(=O)C1CCCN(C(=O)Nc2ccc(F)cc2)C1 (stereo not given)	4	12	4	12	3	6	3	0	-1
NC(=O)CSc1nnc(-c2ccc(S(=O)(=O)N3CCOCC3)cc2)n1Cc1ccccc1	-5	6	-1	13	2	-14	33	-1	2
CC1(c2ccccc2)NC(=O)N(CC(=O)Nc2cccc(C#N)c2)C1=O (stereo not given)	17	3	-3	-1	-1	0	1	7	2
CCC(C)C(=O)N1CCc2cc(-c3csc(N)n3)ccc21 (stereo not given)	3	-4	-2	-24	-1	19	-5	-6	1
Cc1ccsc1CNn1cnnc1SCc1ccccc1F	10	8	-2	12	10	2	-4	6	2
Cc1noc(C)c1S(=O)(=O)N1CCC(C(=O)N2CCC(C)CC2)CC1	4	12	.	-3	-1	12	19	.	6
CC(=O)c1ccc(OCC(C)C)c(CN2CCCCC2)c1	1	7	1	1	7	-2	18	0	0
COc1ccc(S(=O)(=O)N2CC3C4C=CC(C4)C3C2)cc1 (stereo not given)	-2	1	-1	14	1	-21	-3	-2	7
CC(=O)Nc1ccc(S(=O)(=O)NCC2CCC(C(=O)N3CCCCCC3)CC2)cc1 (stereo not given)	-2	5	-5	12	5	-8	0	2	4
CCc1cccc(NC2c3ccccc3C(=O)N2c2cccnc2)c1 (stereo not given)	7	6	1	-1	6	16	12	1	3
CN(C)c1nc(Oc2ccc(N)cc2)nc(N(C)C)n1	7	4	-6	-8	2	-14	9	4	4
CCOC(=O)C1CCCN(C(=O)c2cc3ncc(Br)cn3n2)C1 (stereo not given)	1	10	-3	3	22	3	8	3	-4
Cc1ccccc1-c1ccc(Nc2ccc(C(=O)N3CCOCC3)cc2)nn1	7	11	.	8	2	-5	-7	.	6
CC(C)n1c(NCc2ccc(N(C)C)cc2)nc2ccccc21	0	.	-8	.	.	11	.	2	.
CN(C)CCN1C(=O)C(=O)/C(=C(/O)c2ccc(S(=O)(=O)N3CCOCC3)cc2)C1c1ccccc1 (stereo not given)	11	7	-6	4	1	6	3	6	0
COCCCNC(=O)Cn1nnc(-c2ccccc2NC(=O)c2ccc(F)cc2)n1	-6	3	.	12	5	-9	-22	.	-2
COc1ccc(NC(=O)C2CCCCN2CC(=O)OCc2ccccc2)cc1OC (stereo not given)	9	6	0	-8	0	9	17	5	6
Cc1scc(C(=O)Nn2cnnc2)c1-c1ccccc1	6	3	0	7	1	11	-7	6	-1
Nn1c(SCC(=O)N2CCCc3ccccc32)nnc1-c1ccc(Cl)cc1	2	1	1	17	8	-17	2	4	-2
CCOC(=O)CN=C1CC(C)(C)CC2=C1Sc1ncnc(N(C)C)c1N2	5	12	0	3	3	2	0	5	9
O=S(=O)(NCc1cccnc1)c1cc(Cl)ccc1Cl	14	9	4	-6	3	-6	2	6	1
COc1ccc(CNc2nc3c(c(=O)n(Cc4ccc(Br)cc4)c(=O)n3C)n2C)cc1	14	8	-3	-1	-1	18	0	4	4
COc1ccc(N2CCn3c2nc2c3c(=O)n(CCCc3ccccc3)c(=O)n2C)cc1	-1	-5	4	-12	0	36	-2	7	1
CC1(C)Cc2c(sc3nc4n(c(=N)c23)CCC4)CO1	7	9	-4	.	.	-12	.	9	0
COc1ccc(OC)c(NC(=O)c2ccc(S(=O)(=O)N3CCN(C)CC3)cc2)c1	3	0	-4	24	1	12	-8	2	0
Cn1c(CCN2CCCCC2)nc2cc(NC(=O)C3CCCCC3)ccc21	8	9	5	-6	2	16	10	6	9
CN(CC(=O)NCc1ccccn1)S(=O)(=O)c1ccc(Cl)cc1	-2	7	-7	16	3	-6	-4	0	7
COc1cccc(CNc2cccc3cccnc23)c1O	7	8	.	10	7	0	3	.	1
O=C1CCCN1c1ccc(S(=O)(=O)N2CCC(c3ccccc3)CC2)cc1	0	3	2	8	-3	2	7	3	1
COCCCN=CC1=C(O)CC(C)(C)CC1=O	-2	-2	-12	10	0	19	-3	-3	-2
CCOC(=O)c1ccc(-n2c(=O)[nH]c3ccccc3c2=O)cc1	6	8	3	-11	-1	-19	-11	7	4
CC1(C)CC(O)C(C)(C)N1O (stereo not given)	2	-3	5	16	0	12	4	2	2
CCOC(=O)C1=C(C)NC(C)=C(C(=O)OCC)C1C(=O)O	-2	6	3	3	1	-6	20	-4	1
Cc1ccccc1-c1nnc(SCC(=O)Nc2cccc(C)c2C)o1	0	1	-3	-12	3	7	11	-2	8
Clc1nc(-c2n[nH]nc2Cl)n[nH]1	.	12	.	4	0	.	0	.	0
NC1=NC(c2cccc(O)c2)n2c(nc3ccccc32)N1 (stereo not given)	-1	5	4	8	5	6	18	2	3
C=CCn1c(-c2cc(OC)c(OC)c(OC)c2)n[nH]c1=S	0	-2	2	10	0	-16	-5	-2	1
O=C1C(c2ccncc2)N(CCC2=CCCCC2)C(=O)CN1C1CCCCC1 (stereo not given)	3	8	.	-5	2	-22	3	.	4
CCOC(=O)c1c(-n2cnnn2)sc(C)c1C	15	-1	1	9	10	0	-2	8	8
CC(=O)c1c(C(C)=O)c(C)n(NC(=O)c2ccncc2)c1C	0	2	5	.	.	-1	.	0	-1
COc1ccc(-n2nnc3c(SCC(=O)NCC4CCCO4)ncnc32)cc1 (stereo not given)	-2	2	-3	17	6	-20	-4	-2	2

Further entries
structure	PKA inh	Ec RNAP inh	JNK3 blocker	AP ELISA ortho	CatB mixtures	RORA act	CatS inh	ROCK2 inh	CatB block
CCN(CC)S(=O)(=O)c1ccc(C(=O)C(C#N)c2ccccn2)cc1 (stereo not given)	6	3	.	1	1	25	-2	.	1
CCOC(=O)c1ccc(NC(=O)c2ccc3c(c2)OCO3)cc1	3	9	-5	-11	-2	30	12	2	5
O=C(NCc1cccc(CNC(=O)c2ccco2)c1)c1ccco1	4	2	1	15	-1	1	-1	1	.
CC(=O)Nc1ccc(N=Cc2ccc[nH]2)cc1	9	5	-1	8	0	36	9	5	-1
COc1ccc(N2CCN(c3ncnc4c3cnn4-c3ccc(C)cc3C)CC2)cc1	7	5	-5	14	-8	-11	-7	1	-1
COc1ccc(N2C(=O)C(Cl)=C(N3CCN(Cc4ccccc4)CC3)C2=O)cc1	-4	5	.	3	4	-4	13	.	9
Cc1ccc(C)c(-n2c(Cc3cc(=O)[nH]c(=O)[nH]3)nnc2SCC(=O)NCC2CCCO2)c1 (stereo not given)	12	6	-2	10	-1	2	-3	7	3
COc1ccc(N(CC(=O)NC2CCCCCC2)S(=O)(=O)c2c(C)nn(C)c2C)cc1	14	11	2	-3	3	-7	11	8	7
COc1cc(C(=O)OCC(=O)NC2CCCC2)cc(NC(=O)c2ccco2)c1OC	2	7	-2	2	4	-15	2	4	3
CCN1CCCC1Cn1cnc2c([nH]c3ccc(Cl)cc32)c1=O (stereo not given)	6	7	3	12	1	6	11	6	1
c1ccc2[nH]c(SCc3cscn3)nc2c1	8	9	-4	4	-3	27	0	9	5
CSc1nc(SC)c2c3c(oc2n1)COC(C)(C)C3	11	2	0	17	2	-2	10	5	5
COc1cc(CNc2cccc(F)c2)cc(Br)c1O	10	2	-6	10	3	2	-9	5	-2
CCC(=O)NC1(C(F)(F)F)C(=O)Nc2c1c(=O)n(C)c(=O)n2C (stereo not given)	-2	2	-3	7	-3	-5	26	1	1
C=CCn1c(=N)n(CC(O)COc2ccccc2OC)c2ccccc21 (stereo not given)	3	2	-7	9	3	-14	2	2	2
Cc1cc(C(=O)NC(C)c2ccncc2)cs1 (stereo not given)	2	-3	-6	7	1	6	-14	-3	4
Cc1ccc2cc(-c3noc(C(C)(C)C)n3)c(=O)[nH]c2c1	5	7	0	17	2	-9	-6	5	2
CCn1c2ccccc2c2cc(NC(=O)CSc3nnc(-c4ccccc4OC)n3N)ccc21	5	5	-8	12	0	-1	-5	4	0
O=C(CSc1ncccn1)NCCc1ccccc1	9	2	-1	31	3	12	6	6	-2
CCCn1nc(-c2ccccc2)c2nc3ccccc3nc21	-5	5	3	-9	2	-16	-2	2	-2
O=C(Nc1c(C(=O)N2CCCCC2)cnn1-c1ccccc1)c1ccco1	9	2	-2	21	2	7	-5	6	1
CCOc1ccccc1N1Cc2cc(C)c(C)cc2C1	5	-1	-2	0	-1	35	-4	3	-2
CCN1CCN(C(c2ccccc2OC)c2nnnn2C2CCCCC2)CC1 (stereo not given)	8	1	-1	18	2	-20	2	4	7

Reprinted at random: 2 compounds from above
structure	PKA inh	Ec RNAP inh	JNK3 blocker	AP ELISA ortho	CatB mixtures	RORA act	CatS inh	ROCK2 inh	CatB block
CCCn1nc(-c2ccccc2)c2nc3ccccc3nc21	-5	5	3	-9	2	-16	-2	2	-2
O=C(Nc1c(C(=O)N2CCCCC2)cnn1-c1ccccc1)c1ccco1	9	2	-2	21	2	7	-5	6	1

Screening data deposited in PubChem by several laboratories.

These rows are one share of the data, so the mix of outcomes need not match the whole.
